Screening results: PubChem BioAssay, several laboratories
SIAE primary – human SIAE inhibition, primary screen | Q9HAT2 | SIAE FP-Rh probe binding, fluorescence polarization | inhibition, % at 9.66 µM | 370,000 tested, 0.69% active;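 active = inhibition above a cutoff: mean of compounds within the control limits plus 3 SD of those, cut at about 17% in these data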;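 also: 0% = plate median of compound wells and 100% = probe without SIAE protein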
rCAG RNA binder – r(CAG) repeat RNA binding; TO-PRO-1 dye displacement fluorescence; inhibition, % at 3 µM; 370,000 tested, 1.3% active; AID 651821;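 active = inhibition above the plate cutoff, the mean of all test compounds on that plate plus 3 SD, cut at about 35% in these data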;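 also: 0% = DMSO alone and 100% = 100 µM mitoxantrone as full dye displacement; higher means more dye released from RNA so lower well fluorescence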
PG9 Ab binder – small molecules binding HIV-1 gp120 antibody PG9; 360,000 tested, 0.43% active; TR-FRET gp120-PG9 antibody binding; inhibition, % at 6.7 µM; in the data active = inhibition above about 8.5%
LEDGF integ inh – blocks HIV-1 LEDGF/p75-dependent DNA integration; inhibition, % at 3.7 µM; 370,000 tested, 0.64% active; TR-FRET IN-LEDGF/p75 DNA integration, Eu/Cy5; AID 743269;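 active = inhibition above the screen-wide mean plus 3 SD, cut at about 13% in these data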;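 also: signal is the Cy5 over europium emission ratio at 671 and 618 nm; 0% = plate median of compound wells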
TCR-CD3 inh – human TCR-CD3 binding inhibition. TAMRA-labeled TCR probe fluorescence, biochemical. inhibition, % at 9.4 µM. 360,000 tested, 0.37% active; in the data active = inhibition above about 19%;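 also: recombinant mutant TCR 2C K166C tagged with TAMRA read by polarization; 0% = receptor in buffer alone and 100% = receptor with positive control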
NR1D1 modulator – modulators of human Rev-erb alpha DNA binding. P20393. Rev-erbα–FITC-DNA binding, fluorescence polarization, 90 min. activity, % at 10 µM. 370,000 tested, 0.79% active;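 active = activity above about 14%, limit read from the data; passing the limit was not always enough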;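 also: 0% = DMSO wells with 35 nM protein and 100% = DMSO wells with 750 nM protein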
Target sequence (P20393 whole entry, looked up): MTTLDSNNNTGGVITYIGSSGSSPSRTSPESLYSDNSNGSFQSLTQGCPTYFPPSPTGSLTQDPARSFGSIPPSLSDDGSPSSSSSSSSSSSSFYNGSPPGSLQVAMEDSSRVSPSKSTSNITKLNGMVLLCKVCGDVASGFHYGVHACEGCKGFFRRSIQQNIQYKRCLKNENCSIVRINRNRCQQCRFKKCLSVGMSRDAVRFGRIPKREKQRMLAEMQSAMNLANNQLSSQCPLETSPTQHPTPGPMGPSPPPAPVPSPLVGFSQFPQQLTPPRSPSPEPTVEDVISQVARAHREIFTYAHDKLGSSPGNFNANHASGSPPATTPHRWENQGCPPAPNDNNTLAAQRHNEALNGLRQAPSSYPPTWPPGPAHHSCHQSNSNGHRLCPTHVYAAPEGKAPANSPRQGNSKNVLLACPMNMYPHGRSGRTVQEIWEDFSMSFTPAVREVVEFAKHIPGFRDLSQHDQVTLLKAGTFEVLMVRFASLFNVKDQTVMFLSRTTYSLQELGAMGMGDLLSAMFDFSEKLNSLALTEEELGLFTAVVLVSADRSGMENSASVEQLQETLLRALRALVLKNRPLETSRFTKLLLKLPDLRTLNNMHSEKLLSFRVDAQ
PRMT1 FP inh – PRMT1 (human) inhibition, primary screen. recombinant PRMT1, activity-based probe fluorescence polarization. inhibition, % at 2.79 µM. Q99873. 370,000 tested, 1.3% active. AID 652257;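 active = inhibition above about 21% made by adding two undisclosed values, limit read from the data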
TDP2 absorb – TDP2 (human) inhibition, absorbance primary screen | O95551 | recombinant TDP2, T5PNP hydrolysis, p-nitrophenol absorbance 415 nm | inhibition, % at 12.8 µM | 370,000 tested, 0.34% active;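 active = inhibition above the mean of all tested compounds plus 3 SD, set per campaign, cut at about 25% in these data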;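 also: 0% = DMSO with enzyme and 100% = buffer with substrate but no TDP2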
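Evaluation: % inhibition relative to enzyme-containing and enzyme-free wells. Material: recombinant human TDP2. Benchmarks: enzyme-free and DMSO wells. Timing: enzyme reaction with compound for 2 h at 37 °C. Compound dosing: 12.8 µM only. Measured by: p-Nitrophenol epi absorbance. Reagent: T5PNP substrate at 5 mM, a TopII-DNA adduct mimic. Replication: single well per compound.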
mABHD4 FP – ABHD4 (mouse) inhibition, primary FP screen; Q8VD66; AID 720543; purified mABHD4, FP-Rh probe fluorescence polarization; inhibition, % at 8.92 µM; 370,000 tested, 0.54% active;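 active = inhibition exceeding the mean over every tested compound plus 3 SD, cut at about 30% in these data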;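 also: 0% = plate median of compound wells and 100% = S159A mutant with DMSO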
Target sequence (Q8VD66 whole entry, looked up): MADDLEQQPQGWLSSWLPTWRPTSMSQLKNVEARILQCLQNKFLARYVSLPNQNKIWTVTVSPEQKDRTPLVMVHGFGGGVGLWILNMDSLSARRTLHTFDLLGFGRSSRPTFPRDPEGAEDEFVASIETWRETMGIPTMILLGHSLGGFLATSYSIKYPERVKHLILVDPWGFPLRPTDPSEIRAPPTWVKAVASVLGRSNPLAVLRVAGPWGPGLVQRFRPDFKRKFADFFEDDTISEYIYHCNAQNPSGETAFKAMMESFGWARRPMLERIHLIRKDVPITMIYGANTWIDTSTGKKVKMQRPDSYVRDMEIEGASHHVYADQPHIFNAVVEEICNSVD
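Assay system: mABHD4 protein; medium: HEPES pH 7.0, NaCl, Pluronic buffer; dosing: 8.92 µM, single dose; schedule: 45 min + 60 min at 25 °C; signal: FP readout, ex 525 nm / em 598 nm; read-out: normalized percent inhibition of probe labeling; repeats: single replicate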
HTRA1 inhibitor – HTRA1 (human) protease inhibition; Q92743; recombinant HTRA1, FP-rhodamine activity-based probe, fluorescence polarization; inhibition, % at 5.96 µM; 340,000 tested, 0.5% active; AID 504803; in the data active = inhibition above about 36%;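 also: 0% = enzyme with DMSO and 100% = wells lacking enzyme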
Numbers without * were called inactive; . = no result given. Some of the compounds tested; count on the stated rates, not on these rows.

SMILES	SIAE primary	rCAG RNA binder	PG9 Ab binder	LEDGF integ inh	TCR-CD3 inh	NR1D1 modulator	PRMT1 FP inh	TDP2 absorb	mABHD4 FP	HTRA1 inhibitor
Cn1c(=O)c(C(=O)COC(=O)c2cc(C(F)(F)F)nc3c(C(F)(F)F)cccc23)c(N)n(CC2CC2)c1=O	1	-2	-0.4	0	3	2	-3	2	3	.
O=C(Nc1ccc(-c2csc(-c3ccccc3)n2)cc1)c1ccccc1Cl	2	6	-1.0	0	5	4	-2	-2	-12	-25
COc1ccc(OC)c(CN2CCN(CCCc3ccccc3)C(CCO)C2)c1 (configuration not stated)	-2	-8	1.1	0	-1	-3	0	5	3	4
C=CCc1cccc(/C=N/NC(=O)CNc2cccc3ccccc23)c1O	10	13	-1.9	-1	7	4	4	-6	12	21
COc1ccc(OC)c(CN2C(=O)CCC2(C)c2nnnn2-c2c(C)cccc2C)c1 (configuration not stated)	-7	-1	-1.5	-1	-5	-4	1	2	12	.
C/C(=N/N=C1/NC(=O)CC(C(=O)Nc2ccccc2)S1)c1cccs1 (configuration not stated)	3	34	-0.3	1	7	-3	-1	0	-7	-16
CCSc1ncnc2c(C#N)c3n(c12)CCCCC3	1	0	-1.7	-2	3	-4	-4	-7	-1	3
CN(C(=O)CSCC(=O)O)C1CCCCC1	8	1	1.3	-4	-4	1	2	6	5	-4
COc1ccccc1CC(=O)Nc1ccc(S(=O)(=O)N2CC(C)CC(C)C2)cc1 (configuration not stated)	-9	3	0.3	-1	-5	-2	-3	-5	-10	-40
O=S(=O)(c1ccc(N2CCN(Cc3ccc4c(c3)OCO4)CC2)nc1)N1CCOCC1	0	-6	-2.7	0	-4	2	-4	-6	2	.
CCCn1c(N2CCN(CC(=O)c3c(C)n(C)c4ccc(OC)cc34)CC2)nc2c1c(=O)[nH]c(=O)n2C	-1	-4	0.0	-1	-4	1	2	1	-6	-6
CC(C)c1nc(SCC(=O)c2ccccc2)c2c(=O)n(C)c(=O)n(C)c2n1	3	1	1.2	0	0	-2	4	11	2	10
COc1ccc(N(C)S(=O)(=O)c2ccc3c(c2)NC(=O)CC(=O)N3)c(OC)c1	5	3	-1.2	2	6	-2	-2	11	4	-5
Cc1ccc2c(CN3CC(C)CC(C)C3)cc(=O)oc2c1C (configuration not stated)	-12	3	-1.9	7	4	0	0	-25	-9	-10
Cc1ccc(S(=O)(=O)NCc2ccccc2)cc1C(=O)NC(C)c1ccc(S(N)(=O)=O)cc1 (configuration not stated)	-5	2	2.3	-1	-2	-2	-2	1	0	0
CCN1C(=NCc2ccc(OC)cc2)N[C@@H](c2ccccc2)C(C(=O)OC)=C1C	12	1	0.3	-2	-2	1	-1	4	6	-4
CS(=O)(=O)c1ccc(C(=O)NCC2(N3CCCCC3)CCCCC2)cc1	-1	-2	-0.4	-2	4	3	-3	7	6	2
COc1cccc(C2=NO[C@@H]3C(=O)N(Cc4ccccc4)C(=O)[C@H]23)c1OC	0	1	3.2	0	-9	8	4	-11	-5	-6
Cc1c(C)c2ccc(OCC(=O)NCCCN3CCCC3=O)cc2oc1=O	6	-2	-2.5	-1	2	-7	-1	-15	-8	3
O=C(OCc1ccccc1)c1cnc(Cl)c(Cl)c1	5	0	-0.5	-2	4	-1	7	0	3	-6
O=C1N(c2ccccc2)CCN1c1ccccc1	-1	-3	-8.7	5	4	4	7	-2	5	1
Cc1ccccc1NS(=O)(=O)c1cc(C(=O)NCCC2=CCCCC2)ccc1Cl	-9	8	-0.8	4	-1	-2	-2	-2	-11	-24
CCOc1ccc(NC(=O)CSc2nc3c(c(=O)n2-c2ccccc2OC)SCC3)cc1	3	13	0.3	0	-8	-1	6	-8	0	-8
COc1ccc(S(=O)(=O)N(CC(=O)NCC2CCCO2)Cc2ccccc2)cc1 (configuration not stated)	0	-8	-0.3	-6	-8	3	2	2	5	-6
COc1cccc(NC(C(=O)Nc2cccc(C(C)=O)c2)c2ccccc2)c1 (configuration not stated)	9	10	-2.0	1	-6	0	0	0	-8	-23
CC(C(=O)NN)n1nnc(N2CCOCC2)n1 (configuration not stated)	-8	-7	-1.1	-5	-6	-3	6	-18	-10	3
Cc1ccc(/C=c2/sc3n(c2=O)CCCN=3)o1	12	2	-7.2	-2	-5	-1	21	-4	9	1
Cc1ccc(/C=C/C(=O)Nc2nnc(SCc3ccc(C#N)cc3)s2)o1	-5	11	-1.6	0	-3	0	0	4	1	-1
Cc1cccc(-n2cc(-c3ccccc3)c3c(NN4CCOCC4)ncnc32)c1	0	-2	-1.6	1	5	2	-1	-7	-1	-2
Cc1ccc2nc(N/N=C/c3ccccc3F)nc(-c3ccccc3)c2c1	-7	1	0.1	-4	-6	1	1	-7	2	-67
COc1cccc(/C=N/NC(=O)CC2C(=O)NN=C2C)c1OC (configuration not stated)	-7	-1	-1.4	-3	6	-3	0	-6	7	0
COc1ccc(C(=O)NC(=S)Nc2ccc3[nH]c(=O)[nH]c3c2)cc1Br	-10	2	-0.9	-1	-5	-2	1	0	-4	2
O=c1[nH]c2cc3c(cc2cc1CN(Cc1cccs1)Cc1nnnn1Cc1ccco1)OCCO3	4	15	0.8	12	3	4	58*	7	5	3
Cc1noc(C)c1CSc1nc2ccccc2c(=O)n1-c1ccc(Cl)cc1	-6	5	-0.7	0	7	8	1	5	-11	-11
CN(CCCOC(=O)CC1C=CCC1)C1CN(Cc2cn(Cc3ccccc3Cl)nn2)S(=O)(=O)C1 (configuration not stated)	0	3	.	6	.	3	2	-7	-3	.
COc1ccc(N2CCN(CC(=O)Nc3ccccc3SC)CC2)cc1	4	-6	-4.2	1	4	-3	-1	-3	0	-2
CC1(c2nc3ccccc3[nH]2)c2ccccc2C(=O)N1Cc1ccccc1 (configuration not stated)	2	1	0.9	1	-9	2	3	8	5	.
N#Cc1cc2sc3nnc(-c4ccncc4)n3c2cc1C#N	1	2	-0.8	1	6	-2	-1	5	-3	4
CCC(C)NC(=O)c1ccc(NC(=O)C2CCCO2)cc1 (configuration not stated)	-9	-1	1.3	-1	2	0	-1	-3	1	-3
O=C(NCc1cccc(Cl)c1)C1Cc2c(-c3cccc(F)c3)ccnc2O1 (configuration not stated)	-5	2	0.6	1	-3	3	-1	2	-4	.

An excerpt of these results, in CSV form.
mol,SIAE primary,rCAG RNA binder,PG9 Ab binder,LEDGF integ inh,TCR-CD3 inh,NR1D1 modulator,PRMT1 FP inh,TDP2 absorb,mABHD4 FP,HTRA1 inhibitor
COc1cccc(/C=N/NC(=O)CC2C(=O)NN=C2C)c1OC (configuration not stated),-7,-1,-1.4,-3,6,-3,0,-6,7,0
COc1ccc(C(=O)NC(=S)Nc2ccc3[nH]c(=O)[nH]c3c2)cc1Br,-10,2,-0.9,-1,-5,-2,1,0,-4,2

Next entries.
SMILES	SIAE primary	rCAG RNA binder	PG9 Ab binder	LEDGF integ inh	TCR-CD3 inh	NR1D1 modulator	PRMT1 FP inh	TDP2 absorb	mABHD4 FP	HTRA1 inhibitor
Cc1ccccc1NC(=O)c1ccc2nc(N3CCOCC3)sc2c1	-4	1	-0.5	3	2	-3	0	9	0	-4
CC(C)C[C@H](NC(=O)c1nc[nH]c1C(=O)N1CCC(C)CC1)C(=O)OC(C)(C)C	-1	-10	-2.5	2	-2	-3	0	5	-6	4
CC(C)(C)c1ccc(S(=O)(=O)NC(=O)C2(C)CCN2C(=O)c2cccc3ccccc23)cc1 (configuration not stated)	0	57*	0.1	1	-2	-6	4	-2	0	.
CC(C)OCCCNC(=O)c1ccc(N(C)S(C)(=O)=O)cc1	6	-1	-0.8	-2	3	0	0	5	2	-1
CCCCCCCCCCCCC(=O)CCCCC(=O)O	-4	9	-1.6	-1	-2	-1	0	0	-1	-3
CCn1c2ccc(F)cc2c2nnc(NN)nc21	7	11	0.6	0	0	1	-3	-5	3	-2
O=C(COc1ccccc1/C=C1\SC(=O)NC1=O)Nc1ccc(F)cc1	-16	52*	0.1	6	1	0	-1	5	-29	-19
CN(C)c1ccc([N+](=O)[O-])cc1C(=O)O	4	2	-1.3	-3	0	3	-2	-1	-3	2
Cc1ccc(C(=O)Nc2c3c(nn2C(C)(C)C)CS(=O)(=O)C3)cc1[N+](=O)[O-]	2	1	-0.8	0	13	-3	-2	6	-3	8
O=C(Nc1ccc(F)cc1)Nc1ccc(N2CCOCC2)c2nonc12	8	-2	-4.2	-1	5	-5	1	3	1	-2
Cc1cc(C)c2oc(-c3ccc(C)c(NC(=S)NC(=O)c4cccs4)c3)nc2c1	0	6	-0.1	2	-8	-4	1	-2	0	-12
COc1ccc(/C=C/C(=O)NNC(=O)C(C)Oc2ccccc2F)cc1OC (configuration not stated)	-3	2	-1.7	7	-4	8	-9	-21	-12	-5
CC1CN(S(=O)(=O)N2CCOCC2)CCN1S(=O)(=O)N1CCOCC1 (configuration not stated)	-5	-6	-4.0	4	-2	-2	-4	-1	0	3
O=C(NNc1ccccc1Br)C(=O)n1ccc2ccccc21	1	4	-2.1	0	-4	-1	1	-22	-5	-2
CCOc1ccc(/C=C2\SC(=S)N(CCC(=O)O)C2=O)cc1	3	5	-1.2	0	-3	-8	5	-2	-4	-2
CCC(C)NC(=O)c1ccc(N2CC3CC(C2)c2cccc(=O)n2C3)c(NC(=O)c2ccc(Br)o2)c1 (configuration not stated)	2	1	-2.6	1	2	5	0	7	8	3
CC(OC(=O)c1cccc(S(=O)(=O)Nc2ccccc2F)c1)C(=O)NCc1ccc2c(c1)OCO2 (configuration not stated)	-1	24	-0.8	-3	-6	-1	1	-2	0	-3
Fc1ccc(CNC2CCN(Cc3ccccc3)CC2)cc1	-9	-7	-1.1	-1	0	-5	5	3	-5	-6
COC(=O)c1ccc(NS(=O)(=O)c2ccc(SC)cc2)cc1	-4	7	2.5	-3	-2	-3	2	9	-2	-7
O=C1N=C(N2C=CC(=C3C=CNC=C3)C=C2)/C(=C/N=NC(=O)c2ccccc2)S1	6	0	-38	-6	-6	2	7	-6	-2	-1
COc1cc(OC)cc(-c2cc3ncccc3cn2)c1	-2	-3	-0.6	-2	8	-9	3	8	-4	-2
O=C(Nc1ccc(Nc2ccccc2)cc1)C(Cl)Cl	6	4	0.2	2	-11	4	-1	13	0	18
CNCC[C@@H](Oc1ccc(C(F)(F)F)cc1)c1ccccc1	-2	10	0.4	1	4	-1	0	2	9	2
Fc1ccc2cnc(-c3ccccc3)c(-c3cc(C(F)(F)F)cc(C(F)(F)F)c3)c2c1	-4	-4	-2.3	-5	7	6	2	-7	0	-30
O=C(Nc1ccc(S(=O)(=O)NC2=NCCCCC2)cc1)c1ccccc1Cl	-2	-3	-0.7	2	7	-4	-6	-23	0	2

Some entries already given, showing only NR1D1 modulator, TDP2 absorb and SIAE primary.
SMILES,NR1D1 modulator,TDP2 absorb,SIAE primary
CCSc1ncnc2c(C#N)c3n(c12)CCCCC3,-4,-7,1
Cc1ccccc1NS(=O)(=O)c1cc(C(=O)NCCC2=CCCCC2)ccc1Cl,-2,-2,-9
Cc1ccc2c(CN3CC(C)CC(C)C3)cc(=O)oc2c1C (configuration not stated),0,-25,-12
C=CCc1cccc(/C=N/NC(=O)CNc2cccc3ccccc23)c1O,4,-6,10
